# Screening data (PubChem)
# ERp5 inh – ERp5 (human) disulfide isomerase inhibition; Q15084; inhibition, % at 9.99 µM; 350,000 compounds, 0.05% hits; ERp5 insulin aggregation, absorbance 650 nm, 90 min;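 active = mean replicate inhibition above about 25%, with every replicate also reaching it, limit read from the data, passing the limit was not always enough; inconclusive = only one of those two criteria met; inactive = neither criterion met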
# Target sequence (Q15084 whole entry, looked up): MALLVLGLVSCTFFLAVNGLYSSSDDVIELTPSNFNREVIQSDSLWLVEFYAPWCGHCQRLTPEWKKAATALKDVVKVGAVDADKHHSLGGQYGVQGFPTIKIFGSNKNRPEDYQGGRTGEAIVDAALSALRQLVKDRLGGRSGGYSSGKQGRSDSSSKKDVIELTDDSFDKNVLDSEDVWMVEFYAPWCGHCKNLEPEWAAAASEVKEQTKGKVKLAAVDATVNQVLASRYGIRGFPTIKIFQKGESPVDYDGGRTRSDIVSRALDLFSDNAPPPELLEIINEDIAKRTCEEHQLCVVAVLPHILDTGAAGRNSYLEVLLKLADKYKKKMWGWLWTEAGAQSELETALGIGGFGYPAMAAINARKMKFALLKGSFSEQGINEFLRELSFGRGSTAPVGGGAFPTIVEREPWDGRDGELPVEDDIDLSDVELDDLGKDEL
# ERAP1 HTS inh – blocks human ERAP1 aminopeptidase activity; Q9NZ08; recombinant ERAP1, Leu-AMC fluorescence, 60 min; inhibition, % at 10.7 µM; 340,000 compounds, 0.15% hits; AID 652197;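 active = mean replicate inhibition of at least 30%, or all replicates individually reaching that 30% level; inactive = mean below 30% and not every replicate reaching it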;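 note: 0% = neutral control wells and 100% = L-leucinethiol positive control wells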
# DENV2 CPE rescue – protects cells from dengue virus 2 cytopathic effect; CPE inhibition, % at 9.99 µM; DENV2-infected cells, cytopathic effect rescue, plate reader; 350,000 compounds, 1.7% hits; AID 651640; in the data active = CPE inhibition above about 20%, passing the limit was not always enough; inconclusive = no clear call, values can overlap the other calls; tested in BHK-21 cells;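 note: 0% = median of neutral control wells and 100% = median of positive control wells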
# Casp6 inh – blocks human caspase-6 cleavage activity; P55212; purified caspase-6, Z-VEID-R110 cleavage fluorescence; AID 686996; 350,000 compounds, 0.53% hits; inhibition, % at 12.5 µM;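 active = mean inhibition across replicates at least about 35%, with every replicate also reaching that limit, limit read from the data; inconclusive = only one of the two criteria met; inactive = neither criterion met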;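 note: 0% = median of neutral control wells and 100% = no fluorescence left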
# Target sequence (P55212 24-179 limits assumed): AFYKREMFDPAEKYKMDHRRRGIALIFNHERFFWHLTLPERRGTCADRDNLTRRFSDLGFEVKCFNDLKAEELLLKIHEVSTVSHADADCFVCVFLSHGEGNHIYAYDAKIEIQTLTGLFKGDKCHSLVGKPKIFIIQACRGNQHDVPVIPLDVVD
# Target sequence (P55212 194-293 limits assumed): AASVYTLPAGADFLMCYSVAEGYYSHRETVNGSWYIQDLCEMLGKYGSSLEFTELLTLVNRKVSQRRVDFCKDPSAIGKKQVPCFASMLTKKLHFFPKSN
# miR122 inh – blocks miR-122 activity in Huh7 sensor cells; activation (reporter increase), % at 12.5 µM; Huh7 miR-122 Renilla luciferase sensor, 48 h; neutral wells = 0, positive control = 100; 340,000 compounds, 0.3% hits;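 active = mean replicate activation score at least 90 and every replicate individually at or above 90; inconclusive = only one of the two criteria met; inactive = neither criterion met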;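 note: higher luciferase means less miR-122 activity so hits act as miR-122 inhibitors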
# CFTR F508del cor – correctors of CFTR F508del function in bronchial epithelial cells. 350,000 compounds, 0.36% hits. CFBE cells, YFP halide quenching; stimulated with forskolin plus potentiator P3; % fluorescence drop versus neutral controls. AID 720511. activity (quench increase), % at 7.58 µM;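 active = mean added fluorescence quench of at least 8% versus neutral control, with both replicates also reaching 8%; inconclusive = only one of the mean or replicate conditions met; inactive = mean below 8% and not both replicates reaching 8%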;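 note: cells transiently co-express mutant CFTR-F508del with the halide-sensitive YFP; corrector assay measuring rescue of mutant channel to the surface after 24 h compound exposure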
# SIRT5 inh – blocks human SIRT5 desuccinylation of peptide; Purified SirT5, succinyl-peptide AMC, trypsin-coupled fluorescence; inhibition, % at 15 µM; 330,000 compounds, 1.1% hits; AID 652115; in the data active = inhibition above about 15%; inconclusive = no clear call, values can overlap the other calls
# Target sequence (Q9NXA8 whole entry, looked up): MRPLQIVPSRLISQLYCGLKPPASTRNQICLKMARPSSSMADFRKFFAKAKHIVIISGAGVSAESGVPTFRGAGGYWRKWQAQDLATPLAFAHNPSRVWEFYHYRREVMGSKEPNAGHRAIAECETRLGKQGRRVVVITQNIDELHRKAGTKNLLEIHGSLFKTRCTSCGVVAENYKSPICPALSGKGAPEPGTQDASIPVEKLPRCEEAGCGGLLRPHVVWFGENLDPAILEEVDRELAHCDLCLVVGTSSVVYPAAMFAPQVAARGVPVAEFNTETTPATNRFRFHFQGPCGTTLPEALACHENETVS
# Active calls of the source: *; ? = inconclusive; . = not tested or not shown; [ ] = dose if it differs, or a comment.
# Each structure is followed by: ERp5 inh	ERAP1 HTS inh	DENV2 CPE rescue	Casp6 inh	miR122 inh	CFTR F508del cor	SIRT5 inh
- COc1ccc(S(=O)(=O)n2nc(-c3cc(OC)c(OC)c(OC)c3)cc2N)cc1OC
→ 1	-1	-12	-1	-2	-3.4	4
- CO[C@@H]1CN(C)C(=O)c2cc(NC(C)=O)ccc2OC[C@H](C)N(C(=O)c2ccccc2F)C[C@H]1C
→ -1	3	-3	.	18[16.7 µM]	-1.1	1
- O=C(NNC(=S)Nc1ccc(F)cc1)[C@H]1C[C@@H]1c1ccccc1
→ 3	.	6	-1	1	0.5	0
- O=C(NCC(c1ccco1)N1CCCCC1)c1ccc(S(=O)(=O)Nc2ccccc2)cc1 (stereo not given)
→ -26	1	4	1	.	1.7	-12
- CC(=O)C1(C)C(=O)N(c2ccc(C)cc2)C(=O)N1c1ccc(C)cc1 (stereo not given)
→ 8	1	0	1	.	1.3	0
- O=C(Nc1ccccc1)Nc1nnc([C@@H]2C[C@H](O)[C@@H](CO)O2)s1
→ 1	-8	-11	-8	.	-1.4	.
- CN1C(=O)/C(=C/c2ccc(OCc3ccccc3F)cc2)NC1=S
→ 1	-1	1	1	-9	-3.5	-3
- COc1ccc(C2=CC(=O)C[C@H](c3ccc(F)cc3)C2)cc1OC
→ 2	-1	-8	5	4	-1.5	.
- COc1ccc(NC(=O)N(C)C[C@@H]2Oc3c(NC(=O)CCCCCC(=O)Nc4ccccc4N)cccc3C(=O)N([C@H](C)CO)C[C@H]2C)cc1
→ 5	-1	-11	1	.	2.0	.
- Cc1noc(C)c1NC(=O)Nc1ccc2c(c1)C(=O)N([C@@H](C)CO)C[C@@H](C)[C@@H](CN(C)S(=O)(=O)c1cn(C)cn1)O2
→ -8	3	1	4	-7[16.7 µM]	1.2	1
- CCN1C(=O)[C@@H]2Cc3c([nH]c4ccccc34)C(c3ccc(OC)cc3)N2C1=S (stereo not given in full)
→ -2	9	.	0	8	.	0
- C[C@@H]1CCCCO[C@@H](CN(C)CC2CC2)[C@@H](C)CN([C@H](C)CO)C(=O)c2cc(NC(=O)CCCCCC(=O)Nc3ccccc3N)ccc2O1
→ 0	1	-1	0	.	-3.5	-1
- Cc1ccc(S(=O)(=O)Nc2ccc3c(c2)CC(=O)N([C@@H](C)CO)C[C@@H](C)[C@@H](CN(C)S(=O)(=O)c2cccs2)O3)cc1
→ 10	-4	-1	0	-9[16.7 µM]	-2.7	0
- CC(C)NC(=O)N(C)C[C@@H]1Oc2ccc(NC(=O)NC3CCCCC3)cc2CC(=O)N([C@H](C)CO)C[C@@H]1C
→ 2	1	-2	.	2[16.7 µM]	-2.6	8
- Cc1ccccc1S(=O)(=O)N1CCCCN2[C@@H](CO)[C@H](c3ccc(-c4cccnc4)cc3)[C@@H]2C1
→ 7	0	5	3	-4[16.7 µM]	-0.1	4
- O=C(C[C@@H]1C=C[C@@H](NC(=O)c2cnccn2)[C@@H](CO)O1)NCc1ccccc1F
→ 3	-1	2	1	.	-1.5	7
- COc1ccccc1P(=O)(c1ccccc1)c1ccccc1NC(C)=O (stereo not given)
→ -1	12	-1	-1	.	-0.5	-2
- C[C@@H]1CCCCO[C@@H](CN(C)Cc2ccc3c(c2)OCO3)[C@@H](C)CN([C@@H](C)CO)C(=O)c2cc(NS(=O)(=O)c3ccc(F)cc3)ccc2O1
→ 3	0	4	-2	6[16.7 µM]	2.3	10
- CCCNC(=O)C[C@H]1CC[C@@H]2[C@@H](COc3ccc(NC(=O)Nc4ccccc4F)cc3C(=O)N2C)O1
→ -2	0	-2	2	-8[16.7 µM]	-0.9	-2
- Cc1cccc(NC(=O)COC(=O)CCc2ccccc2)c1C
→ 3	3	0	2	-3	-0.8	1
- COc1ccc(NC(=O)N(C)C[C@H]2Oc3ccc(NC(=O)Cn4cnnn4)cc3CC(=O)N([C@@H](C)CO)C[C@H]2C)cc1
→ 10	0	1	-3	-3[16.7 µM]	-1.8	2
- CC(=O)Nc1ccc(-c2nc(C)c(C(C)=O)n2O)cc1
→ -1	8	-3	4	-4	-3.7	0
- Cc1cc(C)n(CCNC(=O)CC2C(=O)NCCN2Cc2ccc(C)o2)n1 (stereo not given)
→ 1	-9	-3	-1	.	5.2	-5
- COCCN(C(=O)COC(=O)/C=C/c1ccc(C(F)(F)F)cc1)c1c(N)n(Cc2ccccc2)c(=O)[nH]c1=O
→ 12	3	1	-2	-3	-1.4	-4
- CNc1nc(N/N=C/c2cc([N+](=O)[O-])ccc2F)nc(Nc2ccccc2)n1
→ 2	.	0	1	-2	0.2	1
- O=C(NC[C@H]1N[C@H](CO)[C@@H]1c1ccc(-c2cncnc2)cc1)C1CCCC1
→ -1	0	-3	-5	.	-0.1	-1
- O=S(=O)(c1ccc(F)c(F)c1)N1CCN(S(=O)(=O)c2cccs2)CC1
→ -2	4	?	-2	.	1.6	2
- CN(CC(=O)Nc1ccccc1C(=O)NC1CC1)Cc1ccc(Cl)s1
→ 11	2	0	1	5	0.4	4
- CCCc1cc(=O)[nH]c(SCC(=O)c2c[nH]c3ccccc23)n1
→ 5	5	0	-1	10	-4.0	0
- COc1ccc(/C=C(\C#N)C(=O)NCC(c2ccc(F)cc2)N2CCOCC2)cc1 (stereo not given)
→ 3	.	-2	-2	-19	2.0	1
- CCOc1ccc(OCc2ccc(C(=O)N/N=C(\C)c3ccccn3)cc2)cc1
→ 1	-4	5	0	.	-1.9	-1
- CCOc1ccc(NS(=O)(=O)c2cccc(C(=O)N(C)Cc3ccco3)c2)cc1
→ 0	-1	4	4	.	1.4	-2
- N#C/C(=C\c1cccs1)C(=O)Nc1ccccn1
→ -1	.	14	7	.	0.3	-3
- CC(C)(C)n1nc2c(c1NC(=O)CCCc1ccccc1)CS(=O)C2 (stereo not given)
→ 1	2	13	-1	4	3.2	-2
- CCCNC(=O)C1(C)CCCN(C(=O)c2cc(C)nn2C(C)(C)C)C1 (stereo not given)
→ 5	-1	8	12	.	2.9	.
- C/C=C/c1ccc([C@H]2[C@H](CO)N(C(=O)COC)[C@H]2CNC(=O)CC)cc1
→ 4	4	-2	0	7[16.7 µM]	4.1	-1
- O=C(/C=C/c1c(Cl)nc2ccccn12)Nc1ccc(F)cc1
→ 2	-2	-3	-2	.	0.3	4
- CC(C)Oc1ccc(CCNC(=O)C2CCC(=O)N(Cc3cccc(F)c3)C2)cc1 (stereo not given)
→ -5	1	0	-6	0	-1.5	0
- CCCn1c(N)c(N(CCOC)C(=O)c2ccc(Cl)c([N+](=O)[O-])c2)c(=O)[nH]c1=O
→ -2	-1	2	0	.	1.8	0
- N#C[C@@H]1N[C@H](CO)[C@H]1c1ccc(C#CC2CCCC2)cc1
→ 1	2	4	-3	.	-6.4	7
- Cc1nc2sc3c(c2c(=O)n1NC(=O)CCBr)CCCC3
→ 4	3	0	0	.	3.8	2
- CCOc1ccccc1NC(=O)COC(=O)C(CC)c1ccccc1 (stereo not given)
→ 1	3	?	2	.	.	-4
- Cc1cccc(C)c1NC(=O)N1CC=CCC1
→ 1	-7	7	-4	-7	-1.8	-2
- O=C(C[C@@H]1CC[C@@H]2[C@H](COC[C@@H](O)CN2S(=O)(=O)c2ccc(F)cc2)O1)N[C@@H]1CCN(Cc2ccccc2)C1
→ 2	2	3	-1	-3[16.7 µM]	1.4	-31
- CC1CC2=C(C(=O)O1)C(c1ccc(Cl)cc1)Nc1ccccc1N2 (stereo not given)
→ 3	1	88*	-1	.	-2.5	0
- CC(C)C#Cc1ccc([C@@H]2[C@H]3CN(C(=O)c4ccc5c(c4)OCO5)CC(=O)N3[C@H]2CO)cc1
→ -4	2	-4	0	.	1.1	-1
- Cc1ccc(C)c(N2CCN(C(=O)CCCn3ncn4c(cc5occc54)c3=O)CC2)c1
→ 3	0	5	1	.	1.3	-3
- COc1cccc(C(=O)Nc2cc(C)on2)c1
→ 1	3	4	-4	-9	-0.6	4
- C[C@@H]1CN([C@@H](C)CO)C(=O)c2cc(NC(=O)Nc3cccc4ccccc34)ccc2O[C@H]1CN(C)S(C)(=O)=O
→ -2	-1	3	0	-2[16.7 µM]	-3.1	2
- C=Cc1cnc([N+](=O)[O-])n1C
→ 1	8	-5	2	.	-3.2	-4
- CC1CCN(C(C(=O)Nc2ccc3c(c2)OCO3)c2ccccc2)CC1 (stereo not given)
→ -1	-4	-2	-3	15	0.9	5
- Cn1cnnc1SCCNS(=O)(=O)c1cccc([N+](=O)[O-])c1
→ 8	2	2	2	-4	-1.1	-1
- NC(=O)CCn1c(C(=O)c2cc(Cl)c(N)c(Cl)c2)c2ccccc2[n+]1[O-]
→ 0	-2	-2	3	3	-0.8	-2

# Not a retest: 16 of the compounds above.
# Each structure is followed by: ERp5 inh	ERAP1 HTS inh	DENV2 CPE rescue	Casp6 inh	miR122 inh	CFTR F508del cor	SIRT5 inh
- CCCNC(=O)C1(C)CCCN(C(=O)c2cc(C)nn2C(C)(C)C)C1 (stereo not given)
→ 5	-1	8	12	.	2.9	.
- C/C=C/c1ccc([C@H]2[C@H](CO)N(C(=O)COC)[C@H]2CNC(=O)CC)cc1
→ 4	4	-2	0	7[16.7 µM]	4.1	-1
- O=C(/C=C/c1c(Cl)nc2ccccn12)Nc1ccc(F)cc1
→ 2	-2	-3	-2	.	0.3	4
- CC(C)Oc1ccc(CCNC(=O)C2CCC(=O)N(Cc3cccc(F)c3)C2)cc1 (stereo not given)
→ -5	1	0	-6	0	-1.5	0
- CCCn1c(N)c(N(CCOC)C(=O)c2ccc(Cl)c([N+](=O)[O-])c2)c(=O)[nH]c1=O
→ -2	-1	2	0	.	1.8	0
- N#C[C@@H]1N[C@H](CO)[C@H]1c1ccc(C#CC2CCCC2)cc1
→ 1	2	4	-3	.	-6.4	7
- Cc1nc2sc3c(c2c(=O)n1NC(=O)CCBr)CCCC3
→ 4	3	0	0	.	3.8	2
- CCOc1ccccc1NC(=O)COC(=O)C(CC)c1ccccc1 (stereo not given)
→ 1	3	?	2	.	.	-4
- Cc1cccc(C)c1NC(=O)N1CC=CCC1
→ 1	-7	7	-4	-7	-1.8	-2
- O=C(C[C@@H]1CC[C@@H]2[C@H](COC[C@@H](O)CN2S(=O)(=O)c2ccc(F)cc2)O1)N[C@@H]1CCN(Cc2ccccc2)C1
→ 2	2	3	-1	-3[16.7 µM]	1.4	-31
- CC1CC2=C(C(=O)O1)C(c1ccc(Cl)cc1)Nc1ccccc1N2 (stereo not given)
→ 3	1	88*	-1	.	-2.5	0
- CC(C)C#Cc1ccc([C@@H]2[C@H]3CN(C(=O)c4ccc5c(c4)OCO5)CC(=O)N3[C@H]2CO)cc1
→ -4	2	-4	0	.	1.1	-1
- Cc1ccc(C)c(N2CCN(C(=O)CCCn3ncn4c(cc5occc54)c3=O)CC2)c1
→ 3	0	5	1	.	1.3	-3
- COc1cccc(C(=O)Nc2cc(C)on2)c1
→ 1	3	4	-4	-9	-0.6	4
- C[C@@H]1CN([C@@H](C)CO)C(=O)c2cc(NC(=O)Nc3cccc4ccccc34)ccc2O[C@H]1CN(C)S(C)(=O)=O
→ -2	-1	3	0	-2[16.7 µM]	-3.1	2
- C=Cc1cnc([N+](=O)[O-])n1C
→ 1	8	-5	2	.	-3.2	-4
